Compound activity (PubChem BioAssay)
RXFP1 ag = agonists of human relaxin receptor RXFP1; HEK293T-RXFP1 cAMP TR-FRET, 30 min; response scale: percent of porcine relaxin response, buffer zero; Potency, µM (top dose mostly 57.5 µM), for inactives: top-dose activation, most hits filed as activators; 0.3% of 370,000 active; active = well fitted activation curve with a large enough effect; inconclusive = small, poorly fitted or top-dose-only effect; note: potency is the fitted concentration of half-maximal effect; % is set by controls: 0 for no effect and ±100 for the full control effect; nearly all actives have a fitted effect of over 60% in size; many of its hits are not listed in these tables
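Agonist response is measured as cAMP accumulation in an RXFP1-transfected HEK293T line under PDE4 inhibition. Values are scaled between buffer-only and 29 nM porcine relaxin, and EC50s come from standard Hill equation fits.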
D1 potentiator = human D1 dopamine receptor positive modulation. 0.036% of 360,000 active. P21728. potentiation, % at 10 µM. HEK293 TREx D1 cells, calcium flux, dopamine EC20 potentiation; in the data active = potentiation above about 30%; note: 0% is about no effect
Target sequence (P21728 whole entry, looked up): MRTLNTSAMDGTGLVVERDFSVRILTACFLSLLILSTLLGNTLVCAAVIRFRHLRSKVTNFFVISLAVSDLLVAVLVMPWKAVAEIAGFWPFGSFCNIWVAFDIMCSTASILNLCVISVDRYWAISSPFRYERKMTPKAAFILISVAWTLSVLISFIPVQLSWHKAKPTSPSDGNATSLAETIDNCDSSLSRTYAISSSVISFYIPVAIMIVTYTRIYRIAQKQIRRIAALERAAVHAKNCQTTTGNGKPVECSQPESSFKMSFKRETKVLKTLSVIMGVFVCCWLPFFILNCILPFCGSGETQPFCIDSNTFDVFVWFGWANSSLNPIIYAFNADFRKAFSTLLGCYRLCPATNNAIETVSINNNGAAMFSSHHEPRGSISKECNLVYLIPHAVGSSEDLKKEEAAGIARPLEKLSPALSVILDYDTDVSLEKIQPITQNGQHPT
RXFP1 antagonist = RXFP1 (human) relaxin receptor antagonism; Q9HBX9; HEK293-RXFP1, relaxin-stimulated cAMP HTRF, 30 min; hits give low values; activity change, negative = inhibition, % at 57.5 µM; 0.59% of 350,000 active; AID 1259400;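 active = activity change of -60% or lower, but not beyond a set lower limit; inconclusive = change between -60% and -40%, or beyond the set limit; inactive = change above -40%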; note: % is set by controls: 0 for no effect and ±100 for the full control effect
D2 antag = antagonists of human D2 dopamine receptor; AID 485344; 2% of 340,000 active; HEK293 TREx D2 cells, calcium flux, dopamine EC80; inhibition, % at 10 µM; in the data active = inhibition above about 30%; note: 0% is about no effect
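HEK293 T-REx D2 cells, tet-induced, calcium dye no-wash. Cpd pintool add, 180 s kinetic, then EC80 DA, 180 s kinetic. Ca flux read.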
TRHR enhancer = TRH receptor (human) allosteric enhancement | AID 493056 | 0.66% of 360,000 active | TRHR cells, fluo-8 calcium fluorescence, EC20 TRH enhancement | P34981 | enhancement, % at 2 µM; in the data active = enhancement above about 30%; note: 0% is about no effect
Target sequence (P34981 whole entry, looked up): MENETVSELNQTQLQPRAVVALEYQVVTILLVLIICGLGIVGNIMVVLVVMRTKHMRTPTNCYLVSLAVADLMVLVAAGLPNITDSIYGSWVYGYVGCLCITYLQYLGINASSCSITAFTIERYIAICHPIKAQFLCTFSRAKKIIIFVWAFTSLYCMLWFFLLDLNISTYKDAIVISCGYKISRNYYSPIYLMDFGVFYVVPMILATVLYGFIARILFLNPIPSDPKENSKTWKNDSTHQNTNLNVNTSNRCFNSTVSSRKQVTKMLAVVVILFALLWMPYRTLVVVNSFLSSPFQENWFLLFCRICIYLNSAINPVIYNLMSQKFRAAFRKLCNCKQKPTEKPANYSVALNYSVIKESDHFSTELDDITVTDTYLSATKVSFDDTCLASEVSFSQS
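TRHR-expressing cells loaded with fluo-8 calcium dye were read kinetically (ex 480/em 530) during compound addition, then stimulated with an EC20 of TRH (10 nM final). Enhancement of the Gq-mediated intracellular calcium response was scored.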
D1 ag = agonists of human D1 dopamine receptor. 1% of 360,000 active. HEK293 T-REx D1 cells, calcium flux, agonist mode. activation, % at 2 µM. P21728; in the data active = activation above about 30%; note: 0% is about no effect
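Inducible HEK293 T-REx D1 cells, force-coupled to calcium signalling, were plated at 4000 cells/well with tetracycline and held overnight at 30 C. After no-wash calcium dye loading, compound-evoked calcium rise over 180 s flagged agonists.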
D2 agonist = agonists of human D2 dopamine receptor | HEK293 T-REx D2 cells, calcium flux agonist mode | AID 485358 | activation, % at 2 µM | 0.53% of 340,000 active;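 active = activation over 3 SD above normal in the single-dose calcium agonist read, cut at about 30% in these data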; note: 0% is about no effect
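In this primary screen, compounds producing a positive calcium signal within 180 s of addition to tetracycline-induced, force-coupled HEK293 Trex D2 cells are flagged; cells are dye-loaded with a no-wash calcium kit beforehand.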
D1 antagonist = antagonists of human D1 dopamine receptor. HEK293 TREx D1 cells, calcium flux, dopamine EC80; hits give low values. P21728. activity change, negative = inhibition, % at 10 µM. AID 504652. 3.2% of 360,000 active; in the data active = activity change below about -30%; note: % is set by controls: 0 for no effect and ±100 for the full control effect
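Tetracycline-induced HEK293 Trex D1 cells, force-coupled to calcium, dye-loaded; compounds added and read 180 s, then EC80 dopamine added and calcium flux tracked kinetically another 180 s.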
D2 PAM = positively modulates the human D2 dopamine receptor allosterically | HEK293 T-REx D2, calcium flux, EC20 dopamine potentiation | AID 485347 | P14416 | 0.34% of 340,000 active | potentiation, % at 10 µM;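 active = potentiation over 3 SD above the plate norm, cut at about 30% in these data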; note: 0% is about no effect
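Tetracycline-induced Hek293 Trex D2 cells, force-coupled to calcium, loaded with no-wash calcium dye. Compound added with 180 s kinetic read for agonism, then EC20 dopamine and a further 180 s read for potentiation.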
Active calls of the source: *; ? = inconclusive; . = no result given; & = joins results of further samples. These rows are one share of the data; the hit share may differ from the screen's.

canonical_smiles	RXFP1 ag	D1 potentiator	RXFP1 antagonist	D2 antag	TRHR enhancer	D1 ag	D2 agonist	D1 antagonist	D2 PAM
CCOC(=O)c1c(NC(=O)CN2CCCCC2)sc2c1CCN(C(=O)OCC)C2	4.2%	3	-15	16	10	2	1.6	11	22
CC(C)c1ccc(NC(=O)C2CCCN(S(=O)(=O)c3ccc4c(c3)C(C)(C)C(=O)N4C)C2)cc1 (configuration not stated)	-1.7%	4	.	-4	5	3	0.2	9	0
Cc1ccc2cc(C#N)c(N3CCCN(S(=O)(=O)c4ccccc4)CC3)nc2c1	2.1%	-5	7	3	11	3	0.9	2	8
COC(C(=O)Nc1ccc(S(=O)(=O)N2CCCCC2)cc1)c1ccccc1 (configuration not stated)	-0.1%	-3	4	-8	-6	4	-0.5	3	-3
CCO/C(C)=N/n1c2nc3ccccc3nc2c2c(=O)n(Cc3ccccc3Cl)c(C)nc21	0.8%	1	3	-12	4	0	0.5	-13	7
CC(C)Cn1nc(NC(=O)c2cccs2)c2cc3ccccc3nc21	-0.6%	0	-15	-1	-3	1	-0.2	-27	-1
Cc1ccc(C(=O)NN2CCOCC2)cc1	-0.3%	0	-6	-20	7	0	0.1	-5	-12
O=C(O)CSc1nnc(COc2ccccc2)n1-c1ccccc1	1.0%	-8	-3	-4	6	0	0.4	-1	2
CC1=NN(c2ccc(C)cc2C)C(=O)C1C(c1cccc(O)c1)C1C(=O)N(c2ccc(C)cc2C)N=C1C (configuration not stated)	-0.7%	-1	-30	-2	1	7	0.4	11	14
Cc1ccc(NC(=O)CCN2CCOCC2)cc1C	4.1%	-3	6	16	9	2	0.0	-5	-11

Continued:
canonical_smiles	RXFP1 ag	D1 potentiator	RXFP1 antagonist	D2 antag	TRHR enhancer	D1 ag	D2 agonist	D1 antagonist	D2 PAM
CCc1ccc(OC(=O)Cc2ccc(OC)c(S(=O)(=O)N3CCOCC3)c2)cc1	0.0%	-3	3	-4	7	1	-0.1	4	-1
COc1cccc(NC(=O)CN(C)C(=O)c2cc(-c3cccc(Br)c3)nc3ccccc23)c1	1.1%	3	-1	.	13	7	-0.4	-10	-2
CC(=O)N1Cc2ccccc2CC1C(=O)N1CCN(c2ccccc2)CC1 (configuration not stated)	3.2%	1	-6	8	-2	3	0.3	-2	5
CCOC(=O)c1c(C)[nH]c(C(=O)Nc2ccc(C)c(Cl)c2)c1C	1.1%	-16	.	-15	11	22	0.5	-7	-18
CC(C)CNC(=O)C1CCCN(S(=O)(=O)c2ccc(-n3cnnn3)cc2)C1 (configuration not stated)	0.0%	0	-4	-14	15	2	-0.1	1	6
Cc1cccc(N2CCN(C(=O)CCC(=O)N3Cc4ccccc4Oc4ncccc43)CC2)c1C	0.0%	-2	17	5	-11	-1	-0.4	1	6
N/C(=N\OC(=O)CCCc1ccccc1)c1ccccc1Cl	-3.2%	3	-9	1	7	2	0.6	13	11
COc1ccc(S(=O)(=O)N2CCC(C(N)=O)(N3CCCCC3)CC2)cc1OC	-3.3%	-8	-7	0	-3	3	0.7	17	4
O=C1NC2(CCCCCC2)N=C1c1ccc(F)cc1	-0.4%	-3	3	-4	7	9	0.5	-5	10
Cc1cccc2cc(C(c3nnnn3CC3CCCO3)N3CCc4ccccc4C3)c(=O)[nH]c12 (configuration not stated)	2.8%	7	-4	24	-12	2	0.0	-1	11

More records.
canonical_smiles	RXFP1 ag	D1 potentiator	RXFP1 antagonist	D2 antag	TRHR enhancer	D1 ag	D2 agonist	D1 antagonist	D2 PAM
Cc1ccc(Cl)cc1N1CCN(C(=O)c2cn(C)c3ccc(S(=O)(=O)N(C)C4CCCCC4)cc3c2=O)CC1	4.2%	-2	-5	.	4	3	-0.7	11	1
Cc1cc2nc(-c3cccnc3SCC(=O)NC(C)C)[nH]c2cc1C	10%	-1	4	-6	2	0	1.0	0	-2
C/C(=C\C(=O)c1ccccc1)Nc1cccc(O)c1	0.8%	-11	-1	-22	10	-1	1.1	-30*	-5
Cc1cc(C)c(S(=O)(=O)N2CCN(Cc3ccc4c(c3)OCO4)CC2)cc1C	3.7%	-2	-39	.	-3	4	-0.3	-7	-17
COc1ccc(C(=O)N(CC(=O)NC(C)(C)C)c2ccc3c(c2)OCCO3)cc1OC	0.2%	-6	14	-4	13	3	-1.1	1	9
COCCNC(=O)c1cccc(C)c1[N+](=O)[O-]	2.2%	0	0	8	2	1	2.3	-33*	13
COc1ccsc1C(=O)NCCN1CCOCC1	-1.1%	5	7	12	21	6	0.5	13	6
COc1ccc(OC)c(NC(=O)C2CC(=O)N(c3ccccc3)C2)c1 (configuration not stated)	1.3%	-5	2	12	-6	0	-0.4	10	7
Cc1[nH]c2ccc(C(=O)OCC(=O)NC3(C#N)CCCCC3)cc2c1C	-1.0%	-3	-8	7	-3	2	0.4	-3	-2
CC(NC(=O)c1cc2ccccc2oc1=O)c1ccc(O)cc1 (configuration not stated)	3.8%	-5	-15	-8	0	10	1.4	-16	-1

Remaining list, next part
canonical_smiles	RXFP1 ag	D1 potentiator	RXFP1 antagonist	D2 antag	TRHR enhancer	D1 ag	D2 agonist	D1 antagonist	D2 PAM
Cc1c(CN2CCCCC2C)c(=O)n(-c2ccccc2)n1C (configuration not stated)	-0.2%	-1	-3	5	-9	1	0.3	-20	-3
O=C(Cn1c(=O)n(Cc2nc(-c3ccccc3)no2)c(=O)c2cc3c(cc21)OCO3)Nc1cccc(C(F)(F)F)c1	-0.2%	2	-19	.	3	5	1.3	3	7
O=C(NC1CCCC1)C(c1ccncc1)N(CC1CCCO1)C(=O)Cn1nnc(-c2cccs2)n1 (configuration not stated)	-0.2%	0	5	5	3	0	1.4	5	0
CN(C)c1ccc(C2N(c3ccc(Cl)cc3)C(=O)C3CCCN32)cc1 (configuration not stated)	0.2%	-2	8	3	-1	0	0.4	-2	-11
CCOC(=O)[C@H]1O[C@@H]1C(=O)N[C@@H](CC(C)C)C(=O)NCCC(C)C	1.9%	3	.	-15	7	-1	-1.6	9	7
CN(C)Cc1c(C(=O)N/N=C/c2ccccc2OCc2c(F)cccc2Cl)nnn1-c1nonc1N	-1.1%	1	13	-7	-6	4	-2.5	36	.
CCC(CC)NC(=O)Cn1c(C(C)NC(C)=O)nc2ccccc21 (configuration not stated)	0.0%	-5	-2	15	-4	0	-0.4	3	-8
O=C(Cn1cnc([N+](=O)[O-])c1)Nc1ccccc1C(F)(F)F	-0.6%	0	-4	-29	6	4	0.4	5	11
CCc1ccc(NC2=CC(=O)CC(c3ccco3)C2)cc1 (configuration not stated)	-0.9%	-5	-12	-7	-9	0	0.3	20	-8
Cc1cc(C)cc(NC(=O)c2ccc3nc[nH]c3c2)c1	-1.9%	0	-7	-14	-2	0	-0.3	-6	0

Following part:
canonical_smiles	RXFP1 ag	D1 potentiator	RXFP1 antagonist	D2 antag	TRHR enhancer	D1 ag	D2 agonist	D1 antagonist	D2 PAM
CCN1CCN(Cc2c(O)ccc3c(C)c(-c4ccccc4)c(=O)oc23)CC1	17%	-3	3	.	1	0	.	-26	1
CCn1cc(S(=O)(=O)CC(=O)Nc2ccc3c(c2)OCO3)c2ccccc21	-2.5%	-1	9	1	-1	0	-2.7	9	-9
CCOC(=O)Cn1c2ccccc2c2nc(C)sc21	0.3%	-4	-9	-12	-3	0	0.5	90	11
CCOc1ccc(NC(=O)CCNS(=O)(=O)c2cccc3nsnc23)cc1	0.3%&0.0%	5&0	-11	11	10&-5	0&0	-0.8	-24&0	12&6
O=C(CCCN1C(=O)/C(=C\c2ccco2)SC1=S)Nc1cccc2ccccc12	-2.0%	-2	14	-5	-1	0	-0.8	3	5
Cc1cc(S(=O)(=O)N2CCCC2)c(C)s1	0.2%	-2	5	7	-4	0	0.2	-13	-2
CC(=O)c1c(C)[nH]c(C(=O)Nc2ccc(C)cc2Br)c1C	?	5	13	-5	-4	0	-0.2	-10	1
COc1ccccc1C1CCN(Cc2cccc([N+](=O)[O-])c2)CC1	-4.2%	-2	-1	110*	-4	6	0.1	-16	-27
COc1ccc(OC)c(NS(=O)(=O)c2cc3c(cc2Cl)N(C(C)=O)CCO3)c1	25%	-5	.	.	-3	4	0.4	6	-2
Cc1cc(C(=O)CSc2ncn[nH]2)c(C)n1-c1cccc(S(=O)(=O)N2CCOCC2)c1	4.4%	-4	-14	-2	-1	0	-0.5	-2	10

Single records, from the list above. Order of values: RXFP1 ag, D1 potentiator, RXFP1 antagonist, D2 antag, TRHR enhancer, D1 ag, D2 agonist, D1 antagonist, D2 PAM
N/C(=N\OC(=O)CCCc1ccccc1)c1ccccc1Cl reads -3.2%, 3, -9, 1, 7, 2, 0.6, 13, 11
C/C(=C\C(=O)c1ccccc1)Nc1cccc(O)c1 reads 0.8%, -11, -1, -22, 10, -1, 1.1, -30*, -5
O=C(NC1CCCC1)C(c1ccncc1)N(CC1CCCO1)C(=O)Cn1nnc(-c2cccs2)n1 (configuration not stated) reads -0.2%, 0, 5, 5, 3, 0, 1.4, 5, 0

Records listed so far marked active in D1 antagonist.
mol,RXFP1 ag,D1 potentiator,RXFP1 antagonist,D2 antag,TRHR enhancer,D1 ag,D1 antagonist,D2 PAM
C/C(=C\C(=O)c1ccccc1)Nc1cccc(O)c1,0.8%,-11,-1,-22,10,-1,-30*,-5
COCCNC(=O)c1cccc(C)c1[N+](=O)[O-],2.2%,0,0,8,2,1,-33*,13

The listing continues:
canonical_smiles	RXFP1 ag	D1 potentiator	RXFP1 antagonist	D2 antag	TRHR enhancer	D1 ag	D2 agonist	D1 antagonist	D2 PAM
CCCC(/C=C/c1ccc(OC(C)=O)cc1)=C1/c2ccccc2C(=O)N1c1ccccc1	1.6%	2	.	2	-1	2	1.0	.	12
CCn1cc(C(=O)N2CCN(c3ccccc3F)CC2)c(=O)c2cc(S(=O)(=O)N(C)C)ccc21	2.5%	0	-8	.	6	1	-0.7	3	12
CCc1ccc(N2CC(C(=O)OCC(=O)NNC(=O)c3ccccc3)CC2=O)cc1 (configuration not stated)	-0.2%	2	-9	-21	8	1	0.0	-4	16
CCc1noc(C)c1C(=O)Nc1ccc(C#N)cc1	0.6%	-2	-14	1	-2	1	0.3	5	1
O=C(CCC1CC(=O)Nc2ccccc21)NCc1cccnc1 (configuration not stated)	3.8%	-5	.	22	-6	0	0.3	1	-3
Cc1cccc(C(=O)OCC(=O)NCc2ccco2)c1	0.1%	.	2	-27	3	6	0.1	-5	-1
Cc1cc(C(F)(F)F)nc(SCC(=O)Nc2ccccc2)n1	1.0%	-3	-3	-19	0	4	-0.2	-5	-6
Cc1cnc(CNC(=O)CC2C(=O)NCCN2Cc2cccc(F)c2F)cn1 (configuration not stated)	3.0%	-3	2	-11	0	7	0.5	-3	-8
Cc1noc(C)c1CSCC(=O)Nc1nnc(CC(C)C)s1	1.9%	-10	2	-36	-7	3	1.3	-3	-7
O=C(OCc1ccccc1)C1=[N+]([O-])OC(C(=O)OCc2ccccc2)C1c1c[nH]c2ccccc12 (configuration not stated)	-1.9%	8	-13	-11	17	3	-0.7	16	2
CN(Cc1nc(Cc2cccc(F)c2)no1)CC1COCCO1 (configuration not stated)	1.1%	-2	-6	13	8	2	-0.1	25	4
